High-throughput results as filed in PubChem BioAssay.
MCL1 BIM primary = inhibitors of human MCL1 binding to BIM-BH3 peptide. AID 2057. Q07820. inhibition, % at 10.9 µM. GST-MCL1 / FITC-Bim-BH3 fluorescence polarization. 0.68% of 320,000 active;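 active = inhibition above the mean inhibition of all tested compounds plus 3 SD, set per campaign, cut at about 40% in these data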;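 also: 0% = DMSO wells and 100% = unlabeled Bim-BH3 peptide control; higher means more loss of mP so more displacement of Bim peptide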
Target sequence (Q07820 whole entry, looked up): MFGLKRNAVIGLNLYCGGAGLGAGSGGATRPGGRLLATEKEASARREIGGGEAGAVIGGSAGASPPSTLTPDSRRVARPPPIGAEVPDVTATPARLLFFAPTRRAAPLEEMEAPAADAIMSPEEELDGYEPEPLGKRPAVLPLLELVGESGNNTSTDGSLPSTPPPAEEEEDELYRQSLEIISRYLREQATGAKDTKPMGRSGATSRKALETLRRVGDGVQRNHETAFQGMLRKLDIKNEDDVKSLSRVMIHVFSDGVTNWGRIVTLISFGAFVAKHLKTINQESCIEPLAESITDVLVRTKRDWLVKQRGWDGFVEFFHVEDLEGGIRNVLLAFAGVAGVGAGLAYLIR
Fam108B counter = counter-screen for RBBP9 inhibitors: inhibitors of mouse Fam108B; recombinant Fam108B, FP-Rh probe fluorescence polarization; inhibition, % at 9.51 µM; 0.33% of 300,000 active;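 active = inhibition above the screen mean inhibition plus 3 SD, computed separately per campaign, cut at about 18% in these data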;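 also: inhibitors lower polarization as less probe binds the enzyme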
Bcl-xL primary = blocks human Bcl-xL binding to Bim BH3 peptide. 0.7% of 320,000 active. inhibition, % at 10.9 µM. GST-Bcl-xL / FITC-Bim BH3 peptide fluorescence polarization. AID 2129. Q07817;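 active = inhibition above the mean of all tested compounds plus 3 SD, cutoff set per campaign, cut at about 30% in these data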;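 also: 0% = DMSO wells and 100% = unlabeled Bim-BH3 peptide competitor; inhibitors lower millipolarization by displacing the labeled peptide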
MEX-5 binding = C. elegans MEX-5 TCR-2 RNA binding activity; Q9XUB2; MEX-5/FITC-TCR2 RNA binding, fluorescence polarization; active compounds read low; activity score (negative = inhibition of binding), % at 10 µM; 0.38% of 300,000 active;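 active = inhibition past about -25% in most replicates, and total fluorescence under double the plate's negative control median, limit read from the data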;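 also: 0% = DMSO and -100% = 5 µM competing unlabeled TCR2 RNA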
Target sequence (Q9XUB2 whole entry, looked up): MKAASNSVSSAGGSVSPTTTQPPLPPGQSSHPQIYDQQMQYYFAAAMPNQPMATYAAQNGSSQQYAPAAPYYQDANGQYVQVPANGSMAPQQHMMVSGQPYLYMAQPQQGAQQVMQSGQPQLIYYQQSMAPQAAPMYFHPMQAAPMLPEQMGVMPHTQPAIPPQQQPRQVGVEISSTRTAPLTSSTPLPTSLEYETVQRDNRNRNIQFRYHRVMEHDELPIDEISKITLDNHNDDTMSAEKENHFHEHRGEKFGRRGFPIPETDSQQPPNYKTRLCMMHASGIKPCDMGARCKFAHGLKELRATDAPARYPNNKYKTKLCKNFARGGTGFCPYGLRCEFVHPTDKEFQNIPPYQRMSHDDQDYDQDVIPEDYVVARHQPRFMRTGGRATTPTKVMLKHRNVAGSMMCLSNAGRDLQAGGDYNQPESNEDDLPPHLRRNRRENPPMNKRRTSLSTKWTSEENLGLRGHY
Efflux pump mplx = inhibitors of Candida antifungal efflux pumps expressed in yeast; inhibition, % at 10 µM; 0.44% of 330,000 active; AID 485275; S. cerevisiae Candida pump triplex, Nile Red efflux;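 active = plate passing quality check with inhibition over a set limit, or well fluorescence over plate mean plus 4 SD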;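 also: Nile Red retained in pooled yeast measured as flow cytometry median fluorescence; 0% = buffer negative control and 100% = Enniatin B positive control; higher means more Nile Red kept so more efflux inhibition; some compounds called inactive have numbers as strong as hits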
ZTA counter = blocks Epstein-Barr virus ZTA, an EBNA-1 counter-screen | P03206 | ZTA-DNA binding, fluorescence polarization | inhibition, % at 11 µM | 0.15% of 320,000 active; in the data active = inhibition above about 33%
Target sequence (P03206 whole entry, looked up): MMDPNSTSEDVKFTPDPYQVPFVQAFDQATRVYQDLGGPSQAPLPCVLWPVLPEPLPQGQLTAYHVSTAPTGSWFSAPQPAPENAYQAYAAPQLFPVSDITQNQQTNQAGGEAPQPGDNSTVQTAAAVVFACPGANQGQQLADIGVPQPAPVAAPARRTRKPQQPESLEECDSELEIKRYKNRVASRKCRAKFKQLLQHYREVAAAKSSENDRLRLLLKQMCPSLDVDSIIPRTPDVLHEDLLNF
Yeast superoxide = lowers age-related superoxide in aged yeast cells. AID 2690. S. cerevisiae aged cells, superoxide DHE fluorescence; active compounds read low. 0.18% of 330,000 active. superoxide response (% of plate mean), % at 10 µM;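 active = superoxide response under a set limit, about three screen SD below normal, cut at about 65% in these data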;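 also: yeast aged for seven days with compound at 30 °C before DHE staining; 100% = average MFI of all compound-treated wells on the plate with controls excluded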
GLD-1 RNA inh = GLD-1-TGE RNA interaction inhibition (C. elegans) | inhibition, % at 5.96 µM | Q17339 | 0.44% of 320,000 active | purified GLD-1 + fluorescein TGE RNA, fluorescence polarization | AID 2280;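 active = percent inhibition above a per-plate cutoff, the plate mean of test compounds plus 3 SD, cut at about 30% in these data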;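 also: 0% = DMSO wells with GLD-1 and probe and 100% = wells lacking GLD-1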
EBNA-1 inhibitor = blocks EBNA-1 binding to DNA | EBNA-1 DNA binding, fluorescence polarization | inhibition, % at 14.8 µM | 0.34% of 300,000 active; in the data active = inhibition above about 28%
The depositor's hits bear a star.

How did COc1ccc(C(=O)NCC(=O)OCC(=O)Nc2cc(OC)ccc2OC)cc1 do in these assays?
MCL1 BIM primary: -8; Fam108B counter: -3; Bcl-xL primary: 1; MEX-5 binding: 1.6; Efflux pump mplx: 0.0; ZTA counter: 0; Yeast superoxide: 96; GLD-1 RNA inh: 0; EBNA-1 inhibitor: 1

How did CC(=O)Nc1ccc(Nc2nc(C)nc3c2nnn3Cc2ccccc2Cl)cc1 do in these assays?
MCL1 BIM primary: -2; Fam108B counter: 1; Bcl-xL primary: 7; MEX-5 binding: -0.5; Efflux pump mplx: -0.3; ZTA counter: -23; Yeast superoxide: 103; GLD-1 RNA inh: 6; EBNA-1 inhibitor: -5

What do the screens show for `CC1CC1C(=O)OCC(=O)NCc1ccc(Cl)cc1` (centres undefined)?
MCL1 BIM primary: -1; Fam108B counter: 3; Bcl-xL primary: 6; MEX-5 binding: -0.5; Efflux pump mplx: 0.0; ZTA counter: -14; Yeast superoxide: 85; GLD-1 RNA inh: 12; EBNA-1 inhibitor: -13

Results for CCOC(=O)C(C)c1n[nH]c(=O)c2ccccc12 (centres undefined) ?
MCL1 BIM primary: 1; Fam108B counter: 1; Bcl-xL primary: 3; MEX-5 binding: 1.4; Efflux pump mplx: -0.2; ZTA counter: -2; Yeast superoxide: 94; GLD-1 RNA inh: 1; EBNA-1 inhibitor: 8

How did CC(C)n1nc(C(=O)NNC(=O)c2ccncc2)c2ccccc2c1=O do in these assays?
MCL1 BIM primary: -1; Fam108B counter: -4; Bcl-xL primary: 1; MEX-5 binding: -1.1; Efflux pump mplx: 0.1; ZTA counter: 6; Yeast superoxide: 123; GLD-1 RNA inh: 3; EBNA-1 inhibitor: -3

Results for Cc1ccc(/C=C2/SC(=O)N(CC(=O)N3CCOCC3)C2=O)s1 ?
MCL1 BIM primary: -16; Fam108B counter: 7; Bcl-xL primary: -6; MEX-5 binding: 0.9; Efflux pump mplx: 0.0; ZTA counter: -7; Yeast superoxide: 89; GLD-1 RNA inh: -5; EBNA-1 inhibitor: 5

What do the screens show for `O=C(Nc1ccc2c(c1)OCO2)c1cncc(Br)c1`?
MCL1 BIM primary: -7; Fam108B counter: 5; Bcl-xL primary: -4; MEX-5 binding: -3.9; Efflux pump mplx: -0.1; ZTA counter: 11; Yeast superoxide: 103; GLD-1 RNA inh: 4; EBNA-1 inhibitor: 4

What do the screens show for `COc1ccc(S(=O)(=O)NCC(=O)N(CC2CCCO2)C(C(=O)NC2CCCC2)C(C)C)cc1` (centres undefined)?
MCL1 BIM primary: 0; Fam108B counter: -3; Bcl-xL primary: 4; MEX-5 binding: 0.2; Efflux pump mplx: 0.2; ZTA counter: -11; Yeast superoxide: 103; GLD-1 RNA inh: 4; EBNA-1 inhibitor: -1

How did CC1CCN(S(=O)(=O)c2ccc(NC(=O)Cn3nnc(-c4ccccc4F)n3)cc2)CC1 do in these assays?
MCL1 BIM primary: 5; Fam108B counter: -39; Bcl-xL primary: 11; MEX-5 binding: 0.7; Efflux pump mplx: -0.1; ZTA counter: -9; Yeast superoxide: 105; GLD-1 RNA inh: 1; EBNA-1 inhibitor: 12

What do the screens show for `CCn1nc(NC(=O)CC(C)C)c2cc3cccc(C)c3nc21`?
MCL1 BIM primary: 1; Fam108B counter: 5; Bcl-xL primary: 137*; MEX-5 binding: -0.2; Efflux pump mplx: 0.0; ZTA counter: 12; Yeast superoxide: 97; GLD-1 RNA inh: 7; EBNA-1 inhibitor: 23

What do the screens show for `Cc1ccccc1CCN(CC(=O)NC1CCCCC1)C(=O)c1csnn1`?
MCL1 BIM primary: 5; Fam108B counter: 1; Bcl-xL primary: 7; MEX-5 binding: -3.2; Efflux pump mplx: -0.2; ZTA counter: -6; Yeast superoxide: 95; GLD-1 RNA inh: 7; EBNA-1 inhibitor: 3

What do the screens show for `CCC(=O)Nc1nc(OC)cc(OC)n1`?
MCL1 BIM primary: -2; Fam108B counter: 1; Bcl-xL primary: 2; MEX-5 binding: -1.8; Efflux pump mplx: 0.0; ZTA counter: -6; Yeast superoxide: 94; GLD-1 RNA inh: -9; EBNA-1 inhibitor: 1

What do the screens show for `COCc1ccc(CN2CCCC(C(=O)Nc3ccc(-c4cscn4)cc3)C2)o1` (centres undefined)?
MCL1 BIM primary: 2; Fam108B counter: -3; Bcl-xL primary: 2; MEX-5 binding: -0.7; Efflux pump mplx: -0.2; ZTA counter: -17; Yeast superoxide: 117; GLD-1 RNA inh: 1; EBNA-1 inhibitor: -7

How did COc1cccc(NC(=S)N2CCN(c3ccc([N+](=O)[O-])cc3)CC2)c1 do in these assays?
MCL1 BIM primary: 6; Fam108B counter: -3; Bcl-xL primary: 2; MEX-5 binding: -0.5; Efflux pump mplx: 0.1; ZTA counter: -11; Yeast superoxide: 89; GLD-1 RNA inh: 2; EBNA-1 inhibitor: -1

What do the screens show for `COc1ccc(CCNC(=O)CSc2ccc(NC(C)=O)cc2)cc1OC`?
MCL1 BIM primary: 0; Fam108B counter: 1; Bcl-xL primary: 3; MEX-5 binding: -0.7; Efflux pump mplx: -0.1; ZTA counter: 11; Yeast superoxide: 98; GLD-1 RNA inh: -11; EBNA-1 inhibitor: -1

How did CCN(CC)c1ccc(C(=O)NN)cc1 do in these assays?
MCL1 BIM primary: 0; Fam108B counter: 2; Bcl-xL primary: -3; MEX-5 binding: 5.3; Efflux pump mplx: 0.0; ZTA counter: 1; Yeast superoxide: 90; GLD-1 RNA inh: 3; EBNA-1 inhibitor: 2

What do the screens show for `CCn1c(CNc2ccc(C)cc2)nnc1SCC(=O)NCc1ccccc1`?
MCL1 BIM primary: 6; Fam108B counter: 1; Bcl-xL primary: 3; Efflux pump mplx: -0.2; ZTA counter: -11; Yeast superoxide: 83; GLD-1 RNA inh: 0; EBNA-1 inhibitor: 7

Results for COC(=O)C(O)(CC(=O)c1ccc(OC)cc1)C(F)(F)F (centres undefined) ?
MCL1 BIM primary: 1; Fam108B counter: -2; Bcl-xL primary: 7; MEX-5 binding: -0.7; Efflux pump mplx: -0.1; ZTA counter: 6; Yeast superoxide: 107; GLD-1 RNA inh: 2; EBNA-1 inhibitor: 7

Results for CCn1c(=S)sc2c(=O)n(-c3ccccc3)c(=S)[nH]c21 ?
MCL1 BIM primary: 3; Fam108B counter: 8; Bcl-xL primary: 8; MEX-5 binding: 1.4; Efflux pump mplx: -0.1; ZTA counter: -4; Yeast superoxide: 94; GLD-1 RNA inh: -7; EBNA-1 inhibitor: 5

What do the screens show for `O=C(CN1C(=O)NC2(CCCc3ccccc32)C1=O)N1CCc2ccccc2C1` (centres undefined)?
MCL1 BIM primary: -1; Fam108B counter: -6; Bcl-xL primary: 3; MEX-5 binding: 0.1; Efflux pump mplx: -0.2; ZTA counter: -22; Yeast superoxide: 122; GLD-1 RNA inh: -2; EBNA-1 inhibitor: -7

Results for CCOc1ccccc1CNC(=O)Cn1ccc2cc(S(=O)(=O)N3CCCCCC3)ccc21 ?
MCL1 BIM primary: -4; Fam108B counter: -3; Bcl-xL primary: 1; MEX-5 binding: -0.5; Efflux pump mplx: -0.6; ZTA counter: 12; Yeast superoxide: 105; GLD-1 RNA inh: 2; EBNA-1 inhibitor: 6

What do the screens show for `O=C(NCC(c1ccco1)N1CCOCC1)c1ccccc1` (centres undefined)?
MCL1 BIM primary: 5; Fam108B counter: 1; Bcl-xL primary: 4; MEX-5 binding: 2.5; Efflux pump mplx: 0.1; ZTA counter: 9; Yeast superoxide: 116; GLD-1 RNA inh: 8; EBNA-1 inhibitor: 9

How did CC(C)(C)c1ccc(Oc2ccc(N)cc2)cc1 do in these assays?
MCL1 BIM primary: -1; Fam108B counter: -1; Bcl-xL primary: 1; MEX-5 binding: 3.3; Efflux pump mplx: 0.7; ZTA counter: -2; Yeast superoxide: 108; GLD-1 RNA inh: 4; EBNA-1 inhibitor: -7

What do the screens show for `CC(C)C(=O)Nc1ccc(C(=O)Nc2nnc(C(C)C)s2)cc1`?
MCL1 BIM primary: -2; Fam108B counter: 9; Bcl-xL primary: 0; MEX-5 binding: -0.8; Efflux pump mplx: 0.0; ZTA counter: 20; Yeast superoxide: 91; GLD-1 RNA inh: 8; EBNA-1 inhibitor: -2

The list goes on; the last two above are carried over.
How did CC(C)(C)c1ccc(Oc2ccc(N)cc2)cc1 do in these assays?
MCL1 BIM primary: -1; Fam108B counter: -1; Bcl-xL primary: 1; MEX-5 binding: 3.3; Efflux pump mplx: 0.7; ZTA counter: -2; Yeast superoxide: 108; GLD-1 RNA inh: 4; EBNA-1 inhibitor: -7

What do the screens show for `CC(C)C(=O)Nc1ccc(C(=O)Nc2nnc(C(C)C)s2)cc1`?
MCL1 BIM primary: -2; Fam108B counter: 9; Bcl-xL primary: 0; MEX-5 binding: -0.8; Efflux pump mplx: 0.0; ZTA counter: 20; Yeast superoxide: 91; GLD-1 RNA inh: 8; EBNA-1 inhibitor: -2

What do the screens show for `COc1ccc(C(=O)OCc2nc(N)nc(Nc3ccccc3C)n2)cc1OC`?
MCL1 BIM primary: -19; Fam108B counter: -1; Bcl-xL primary: -8; MEX-5 binding: 2.5; Efflux pump mplx: 0.0; ZTA counter: 16; Yeast superoxide: 87; GLD-1 RNA inh: 4; EBNA-1 inhibitor: 0

What do the screens show for `CCN(CC)CCNc1ccnc2cc(Cl)ccc12`?
MCL1 BIM primary: -5; Fam108B counter: 1; Bcl-xL primary: -5; MEX-5 binding: 1.2; Efflux pump mplx: -0.1; ZTA counter: 16; Yeast superoxide: 99; GLD-1 RNA inh: -10; EBNA-1 inhibitor: 2

Results for CCCCn1c(SCC(=O)N(C)C2CCS(=O)(=O)C2)nc2cc(S(N)(=O)=O)ccc21 (centres undefined) ?
MCL1 BIM primary: -8; Fam108B counter: 1; Bcl-xL primary: 1; MEX-5 binding: -2.9; Efflux pump mplx: -0.1; ZTA counter: -23; Yeast superoxide: 86; GLD-1 RNA inh: -3; EBNA-1 inhibitor: -5

What do the screens show for `O=C(Nc1nnc(C2CC2)s1)c1cc([N+](=O)[O-])ccc1N1CCCCC1`?
MCL1 BIM primary: 5; Fam108B counter: 4; Bcl-xL primary: 4; MEX-5 binding: 0.7; Efflux pump mplx: 0.0; ZTA counter: -8; Yeast superoxide: 97; GLD-1 RNA inh: 7; EBNA-1 inhibitor: 5

Results for COc1ccc(CNC(=S)Nc2ccccc2)cc1Cl ?
MCL1 BIM primary: 12; Fam108B counter: -1; Bcl-xL primary: 1; MEX-5 binding: -1.5; Efflux pump mplx: -0.1; ZTA counter: 4; Yeast superoxide: 105; GLD-1 RNA inh: -6; EBNA-1 inhibitor: -11

How did CC1Cc2ccccc2N1C(=O)CSc1ncccc1C(=O)O (centres undefined) do in these assays?
MCL1 BIM primary: 6; Fam108B counter: 1; Bcl-xL primary: 3; MEX-5 binding: -1.2; Efflux pump mplx: -0.1; ZTA counter: 0; Yeast superoxide: 97; GLD-1 RNA inh: -7; EBNA-1 inhibitor: -2

What do the screens show for `CCCC[C@@H](CN[C@H](C)CNC)NCC1CCC(C(C)(C)C)CC1` (some centres undefined)?
MCL1 BIM primary: 8; Fam108B counter: -6; Bcl-xL primary: 4; MEX-5 binding: 24; Efflux pump mplx: -0.1; ZTA counter: 4; Yeast superoxide: 118; GLD-1 RNA inh: 11; EBNA-1 inhibitor: 13

Results for O=C1CC(Nc2ccc(N3CCOCC3)cc2)C(=O)N1c1ccccc1 (centres undefined) ?
MCL1 BIM primary: 27; Fam108B counter: -4; Bcl-xL primary: 12; MEX-5 binding: -1.5; Efflux pump mplx: 0.0; ZTA counter: 8; Yeast superoxide: 95; GLD-1 RNA inh: 8; EBNA-1 inhibitor: -5

What do the screens show for `CCN(CC)S(=O)(=O)c1ccc(-n2cnnn2)c(C)c1`?
MCL1 BIM primary: 5; Fam108B counter: 3; Bcl-xL primary: 5; MEX-5 binding: 0.3; Efflux pump mplx: -0.1; ZTA counter: -21; Yeast superoxide: 101; GLD-1 RNA inh: -1; EBNA-1 inhibitor: -1
